Screens as filed in PubChem BioAssay.
Giardia killer: kills Giardia lamblia; Giardia lamblia trophozoite viability; AID 540267; activity change, % at 7.66 µM, hits read low; 340,000 tested, 0.15% active; in the data active = activity change below about -80%; inconclusive = between about -30% and that limit;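 also: parasites exposed to compound for two days anaerobically before the ATP read; % is scaled to controls: 0 for no effect and ±100 for the full control effect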
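Giardia lamblia trophozoites (100 cells/well) were incubated with compounds for 48 h at 37 deg C under anaerobic conditions. Viability was read as ATP content by one-step luminescence after 15-30 min at room temperature.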
PKM2 act: increases activity of human pyruvate kinase M2 | P14618 | purified PKM2, Kinase-Glo ATP luminescence, activation; response scale: 0% is enzyme alone, no compound | Potency, µM (highest dose often 57.5 µM), without a hit: top-dose activation, actives largely listed as activators | 260,000 tested, 0.34% active; also: potency is read from the fitted curve at half-maximal effect; % is scaled to controls: 0 for no effect and ±100 for the full control effect; nearly all actives have a fitted effect of over 55% in size
Target sequence (P14618 whole entry, looked up): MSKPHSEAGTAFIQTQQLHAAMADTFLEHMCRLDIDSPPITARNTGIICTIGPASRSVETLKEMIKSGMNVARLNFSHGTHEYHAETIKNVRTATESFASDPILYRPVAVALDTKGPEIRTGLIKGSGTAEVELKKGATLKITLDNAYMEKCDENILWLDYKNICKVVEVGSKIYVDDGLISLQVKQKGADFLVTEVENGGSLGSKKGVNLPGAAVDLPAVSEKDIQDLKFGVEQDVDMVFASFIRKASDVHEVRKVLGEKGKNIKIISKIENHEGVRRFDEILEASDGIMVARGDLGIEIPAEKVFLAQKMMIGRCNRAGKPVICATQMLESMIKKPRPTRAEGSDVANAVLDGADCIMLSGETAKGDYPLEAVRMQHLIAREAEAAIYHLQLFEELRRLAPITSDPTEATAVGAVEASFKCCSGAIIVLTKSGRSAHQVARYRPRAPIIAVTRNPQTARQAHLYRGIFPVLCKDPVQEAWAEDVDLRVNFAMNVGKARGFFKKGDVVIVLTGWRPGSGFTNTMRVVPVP
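Purified hPK-M2 (>95%) run at intermediate activity with 0.1 mM ADP and 0.5 mM PEP in 50 mM imidazole pH 7.2, KCl, MgCl2; 1 h room temperature. ATP formed read by Kinase-Glo luminescence; normalized to uninhibited and no-enzyme controls.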
FBPA coupling cs: counter-screen for Giardia aldolase inhibitors: coupling enzyme system. 290,000 tested, 0.67% active. coupling enzyme system counterscreen, AmpLite Red fluorescence. activity change, negative = inhibition, % at 58.2 µM, hits read low; in the data active = activity change below about -30%; also: % is scaled to controls: 0 for no effect and ±100 for the full control effect
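Final compound at 57.5 uM, incubated 10 min at RT with coupling enzyme reagent (glyceraldehyde-3-phosphate), then 20 min with substrate and AmpLite Red detection. Fluorescence read at 525/598 nm; tests interference with the coupling assay, not aldolase inhibition.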
Tb PFK inh: inhibitors of T. brucei phosphofructokinase. O15648. Potency, µM (series often up to 57.5 µM), without a hit: at the top dose activity, negative = inhibition, usual class: inhibitors. 330,000 tested, 0.17% active. AID 485367. T. brucei PFK, ADP-Glo luminescence;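 also: potency is read from the fitted curve at half-maximal effect; 0% = uninhibited 1x PFK enzyme wells and -100% = no-enzyme wells; nearly all actives have a fitted effect of over 60% in size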
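PFK 1.25 nM, F6P 0.5 mM, ATP 0.1 mM, 0.1 M TEA pH 8.0, 5 mM MgCl2, 0.01% Tween20, 0.1% BSA; 45 min RT. ADP-Glo readout. qHTS titration up to 57 uM; curves fitted, compounds curve-classed.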
B2AR arrestin: agonists driving beta-arrestin recruitment to human beta2-adrenergic receptor. P07550. beta-arrestin recruitment to beta2AR, cell-based reporter. Potency, µM (series often up to 46.1 µM), without a hit: top-dose activation, most hits filed as activators. 330,000 tested, 0.02% active. AID 492947;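 also: potency is read from the fitted curve at half-maximal effect; 0% = DMSO controls and full agonism = EC100 isoproterenol or metaproterenol; nearly all actives have a fitted effect of over 65% in size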
BCR signal inh: blocks chronic active B-cell receptor signaling. 340,000 tested, 0.05% active. ABC-DLBCL IkBa-CBG/CBR reporter, luminescence ratio, 4 h. Potency, µM (top dose mostly 46.1 µM), inactives show at the highest dose ratio change, negative = lower green/red ratio, actives largely listed as inhibitors; active = well fitted inhibition curve with a large enough effect in the signal ratio, with a control signal flat, not every such curve was filed as active; inconclusive = small, poorly fitted or top-dose-only effect, or effect the other way, or a change in a side signal; the % refers to the signal ratio;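 also: potency is read from the fitted curve at half-maximal effect; plate controls were basal doxycycline-induced cells for no effect and cells given 10 µM MG132 for full effect; MG132 reads +100%, hits lower the ratio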
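Cell line TMD8 (human ABC DLBCL), stably expressing tet-inducible CBG68-IkBa fusion and CBR; IMDM/0.5% FBS; cpd up to 46 uM; dox induction, 4 h, 37C/5% CO2; dual luminescence; green/red ratio; MG132 control.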
GALK inhibitor: blocks human galactokinase activity; Purified GALK, Kinase-Glo residual ATP luminescence; P51570; Potency, µM (highest dose often 57.5 µM), for the others: top-dose activity change, negative = inhibition, most hits filed as inhibitors; AID 1868; 270,000 tested, 0.007% active; also: potency is read from the fitted curve at half-maximal effect; % is scaled to controls: 0 for no effect and ±100 for the full control effect
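5 nM enzyme, 35 uM ATP, 100 uM galactose, 20 mM HEPES pH8.0, 5 mM MgCl2; 1 h RT; residual ATP by Kinase-Glo Plus luminescence, qHTS format.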
a7 integrin act: integrin-mediated muscular dystrophy alleviation activation. AID 624291. alpha7betagal myoblasts, beta-gal FDG fluorescence, 48 h. Potency, µM (highest dose often 38.3 µM), for inactives: at the highest dose activation, actives largely listed as activators. 350,000 tested, 0.064% active;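 also: potency is read from the fitted curve at half-maximal effect; 100% = response of the positive control SU9516; nearly all actives have a fitted effect of over 60% in size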
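alpha7betagal+/- myoblasts (passage 13, 250/well) treated 48 h at 37C with compounds at 1:260 dilution of DMSO stock. Lysed, then beta-galactosidase activity read as FDG fluorescence (ex 480/em 540) after 30 min, with pre-read for autofluorescence.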
ASM inhibitor: inhibitors of human secretory acid sphingomyelinase; P17405; 340,000 tested, 0.006% active; Potency, µM (series often up to 57.5 µM), inactives show top-dose activity change, negative = inhibition, actives largely listed as inhibitors; placental ASM, HMU-PC fluorogenic substrate, 60 min; also: potency is read from the fitted curve at half-maximal effect
Target sequence (P17405 47-631 limits assumed): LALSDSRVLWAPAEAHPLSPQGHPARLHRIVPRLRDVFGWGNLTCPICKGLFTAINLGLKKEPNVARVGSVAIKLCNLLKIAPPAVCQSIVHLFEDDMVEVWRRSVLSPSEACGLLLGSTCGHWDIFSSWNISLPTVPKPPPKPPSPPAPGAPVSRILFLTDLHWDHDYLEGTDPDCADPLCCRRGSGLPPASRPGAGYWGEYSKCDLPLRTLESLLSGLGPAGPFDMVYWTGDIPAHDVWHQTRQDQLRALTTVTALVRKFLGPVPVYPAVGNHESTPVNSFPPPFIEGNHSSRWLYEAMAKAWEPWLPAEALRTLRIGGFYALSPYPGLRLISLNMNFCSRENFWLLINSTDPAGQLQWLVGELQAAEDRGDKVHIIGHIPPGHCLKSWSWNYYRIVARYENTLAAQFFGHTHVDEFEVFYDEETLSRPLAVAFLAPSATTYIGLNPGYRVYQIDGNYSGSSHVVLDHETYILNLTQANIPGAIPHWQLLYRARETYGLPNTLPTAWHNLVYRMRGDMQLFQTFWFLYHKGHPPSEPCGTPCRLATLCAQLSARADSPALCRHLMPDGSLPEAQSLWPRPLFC
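qHTS format. ASM enzyme prepared from human placenta hydrolyses the fluorogenic substrate HMU-PC0 (9 uM final) over 60 min at 37 °C after a 10 min compound preincubation.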
Menin MLL FP TR: inhibitors of human menin-MLL interaction, mutant MLL peptide; AID 1768; Potency, µM (doses to about 61.6 µM), without a hit: top-dose FP activity change, negative = inhibition, usual class: inhibitors; Menin + Texas Red MLL mutant peptide, fluorescence polarization; 270,000 tested, 0.23% active; active = well fitted inhibition curve with a large enough effect in the polarisation, with a control signal flat, not every such curve was filed as active; inconclusive = small, poorly fitted or top-dose-only effect, or effect the other way, or a change in a side signal; inactive = no such curve, though single readings can be large or run the other way; the % refers to the polarisation; also: potency is read from the fitted curve at half-maximal effect; % of control where 0% means no effect; many of its hits are not listed in these tables
PTAP TSG101 blk: blocks PTAP/TSG101 interaction to inhibit HIV-1 budding | Potency, µM (titrated, usually from 115 µM), for the others: at the highest dose activity change, negative = inhibition, hits mostly inhibitors | Q99816 | Fluorescence polarization, FITC-PTAP peptide / Tsg101 binding | 340,000 tested, under 10 active; active = well fitted inhibition curve with a large enough effect in the main read-out, with a control signal flat, not every such curve was filed as active; inconclusive = small, poorly fitted or top-dose-only effect, or effect the other way, or a change in a side signal; inactive = no such curve, though single readings can be large or run the other way; also: potency is read from the fitted curve at half-maximal effect; % of control where 0% means no effect
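Fluorescence polarization binding of Tsg101 binding domain (10 uM final) to FITC-labeled PTAP peptide (50 nM final) in HEPES pH 7.5 buffer with NaCl, Tween 20, EDTA, TCEP. Compounds added before peptide; binding 20 min at RT.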
Starred values were filed as active, the others as inactive; ? = inconclusive; / = no result given; [ ] = dose if it differs, or a comment. Unless noted, calls follow the shape of the dose curve; as a rule, active = well fitted curve in the direction sought with a large enough effect; inconclusive = small, poorly fitted or top-dose-only effect, or another doubt; inactive = no such curve, though single readings can be large; an effect the other way counts as inactive or inconclusive.

SMILES	Giardia killer	PKM2 act	FBPA coupling cs	Tb PFK inh	B2AR arrestin	BCR signal inh	GALK inhibitor	a7 integrin act	ASM inhibitor	Menin MLL FP TR	PTAP TSG101 blk
CCOC(=O)COc1ccc(-c2nnc(-c3ccccc3)o2)cc1	?	0%	1	-6%	0.0%	7%	2%	6%	1%	3%	-1%
O=C(NNC(=O)c1sccc1-n1cccc1)c1cccc(Cl)c1	2	-26%	4	-14%	-0.2%	-9%	2%	11%	1%	29%	-1%
COCP(=O)(c1ccccc1)c1ccccc1	0	10%	-10	7%	-0.4%	?	0%	17%	-2%	5%	-1%
O=C(c1ccccc1)N1CCN(S(=O)(=O)c2cccs2)CC1	-11	5%	/	-3%	-0.8%	7%	-4%	?	6%	/	-7%
CC1=C(C(=O)Nc2ccccc2C(=O)N2CCCCC2)SCCO1	-2	/	/	-4%	0.1%	0%	-4%	0%	-2%	/	-5%
O=c1c(-c2ccc(Br)cc2)[n+]([O-])c2ccccc2n1OCc1ccccc1	6	-3%	4	-3%	-0.7%	2%	/	-12%	8%	/	-2%
O=C(NCc1nc2ccccc2[nH]1)c1ccc(Cl)c(S(=O)(=O)N2CCCC2)c1	3	7%	2	-6%	0.3%	2%	0%	-15%	1%	1%	-6%
CC(C)C[C@H]1CN=C(Nc2ccccc2)N1CCCCc1ccccc1	7	1%	4	-1%	-0.9%	?	/	-48%	0%	3%	-2%
CCC(CO)NC(=O)c1ccc(-c2nn(C)c(=O)c3ccccc23)cc1 (stereo unspecified)	6	4%	4	-1%	0.5%	-18%	0%	5%	3%	5%	-9%
Cc1ccc(SCC(=O)NC2CCS(=O)(=O)C2)cc1C (stereo unspecified)	-10	/	/	-1%	-2.5%	-2%	/	2%	5%	/	-4%
Cc1nc2cc(C(=O)O)ccc2n1-c1ccc(F)cc1F	12	-6%	-3	-3%	-0.4%	0%	1%	2%	5%	-12%	-7%
CC(/C=C/c1ccco1)=N/NC(=O)Cc1cccs1	21	0%	-1	2%	-0.2%	?	-1%	-15%	-1%	?	0%
CCOc1ccccc1N=Cc1c(O)n(C)c(=O)n(C)c1=O	-9	/	-1	-9%	-0.6%	5%	0%	-21%	19%	-2%	-1%
CCc1ccc(NC(=O)c2sccc2-n2cccc2)cc1	-9	1%	0	0%	0.1%	?	-5%	-25%	-21%	/	-1%
O=C(CNS(=O)(=O)c1ccc(F)cc1)Nc1ccccc1	16	-2%	/	0%	-0.6%	-2%	4%	-16%	-2%	/	-1%
Cc1c(O)ccc(C(=O)CN2CCN(c3ccc(F)cc3)CC2)c1O	-2	-2%[0.46 µM]	1	3%	-0.4%	2%	-1%	-11%	4%	1%	-7%
COc1ccccc1N(C(=O)c1ccco1)C(C(=O)NC1CCCC1)c1cccs1 (stereo unspecified)	-17	/	2	1%	-0.2%	1%	0%	11%	-13%	/	-5%
O=Cc1cc(CCC(=O)O)ccc1O	-10	-17%	4	-4%	-0.7%	8%	/	8%	1%	-4%	-8%
Cc1ccc2c(c1)C(=O)CCN2	-5	-1%	1	-1%	-0.5%	-10%	-1%	4%	3%	-1%	-9%
CCC1=[N+]([O-])C(C)(/C(C)=N\O)N(O)C1(C)C (stereo unspecified)	22	-3%	-1	-1%	-0.2%	-13%	-1%	15%	5%	-4%	1%
Cc1cc(Cl)cc(Br)c1OCCCNCC(C)O (stereo unspecified)	-13	-1%	3	-4%	-0.3%	?	0%	-57%[inhibitor]	0%	?	-1%
CCc1ccccc1NNC(=O)c1cc(C)on1	-7	-6%	0	0%	-0.2%	1%	/	-12%	2%	/	-2%
CC(=O)Nc1ccc(S(C)(=O)=O)c(C)c1	-5	-6%	3	-2%	-0.5%	6%	3%	22%	-4%	3%	-1%
CCc1cc(-c2n[nH]c(C)c2-c2nc3ccccc3s2)c(O)cc1OCC(=O)NN	-18	0%	-9	4%	-0.1%	?	1%	42%	1%	36%[activator]	1%
O=S(=O)(c1ccc(Cl)cc1)N1CCN(c2ncnc3sccc23)CC1	5	/	/	-1%	0.4%	-10%	/	-42%	-1%	/	0%

Further records follow:
SMILES	Giardia killer	PKM2 act	FBPA coupling cs	Tb PFK inh	B2AR arrestin	BCR signal inh	GALK inhibitor	a7 integrin act	ASM inhibitor	Menin MLL FP TR	PTAP TSG101 blk
Cc1nn(CC(=O)Nc2cccc(Cl)c2)c(=O)c2cc(-c3ccccc3)nn12	7	/	/	-7%	0.4%	1%	-6%	-34%	4%	/	1%
CN(Cc1ccccc1)C(=O)CC(=O)N(C)Cc1ccccc1	2	0%	2	-3%	0.1%	8%	4%	13%	-2%	-7%	-2%
N/C(=N\OC(=O)Cc1ccc(Cl)cc1)c1ccncc1	-8	-1%	0	-24%	-0.1%	?	-1%	-7%	-2%	19%	-2%
COc1ccc(CSc2nncn2C)cc1F	43[activator]	0%	-3	3%	-0.2%	-2%	0%	-16%	3%	-9%	-4%
Cc1ccc2nc(SCC(=O)Nc3cc(C)on3)[nH]c2c1	-11	-2%	0	-7%	-0.1%	0%	1%	5%	3%	26%	-9%
COc1ccc(C(=O)NC(=S)NC2CCCCC2)cc1	-11	-24%	/	0%	11%	?	7%	-5%	2%	/	0%
Cc1cc(C)nc(N2CCCC(C(=O)Nc3nnc(C(C)(C)C)s3)C2)n1 (stereo unspecified)	-2	7%	-1	0%	-0.2%	-1%	0%	14%	0%	-29%	-10%
COC(=O)c1cn[nH]c1NC(=S)Nc1ccccc1C	-10	0%	2	2%	0.5%	-4%	2%	13%[7.66 µM]	2%	11%	-5%
O=c1oc(-c2ccc(Br)o2)nc2ccccc12	-4	-9%	5	1%	0.4%	?	-6%	24%[7.66 µM]	6%	5%	-3%
CN(CCOc1ccc(Cl)cc1)c1ccc(S(=O)(=O)N2CCCCC2)cn1	-3	5%	3	2%	-0.1%	10%	-1%	-21%	-6%	?	-3%
C=CCNc1ccc(N2C(=O)C3CCC(C)CC3C2=O)cc1[N+](=O)[O-] (stereo unspecified)	/	0%	0	-6%	0.1%	12%	-1%	/	/	-1%	/
COc1cc2ncnc(NCc3ccccc3Cl)c2cc1OC	5	0%	1	2%	-0.1%	4%	-3%	0%	-1%	-9%	4%
CC(C)c1ccc(NC(=O)COC(=O)/C=C/c2cccc(Br)c2)cc1	7	1%	0	-10%	-0.5%	-12%	-4%	-3%	-2%	?	-3%
O=C(COc1ncnc2sccc12)N1CCN(C(=O)c2ccco2)CC1	1	5%	-4	-28%	-0.2%	?	-2%	0%	1%	-11%	-3%
CCOc1cc(CNCCO)cc(Br)c1OCc1ccc(Cl)cc1Cl	19	5%	6	1%	0.0%	-4%	-6%	-55%[inhibitor]	?	/	-1%
Cc1ccc(C(NC(=O)N2CCCC2)C(Cl)Cl)cc1F (stereo unspecified)	1	-6%	6	-10%	0.5%	?	5%	-51%[inhibitor]	-1%	0%	-2%
N#C/C(=C\c1ccc(O)c(O)c1)C(=O)c1ccc(O)c(O)c1	7	/	/	?	-0.2%	0%	/	/	-13%	2%	1%
CC1CC(O)(CC(O)(c2ccccc2)c2ccccc2)C(C)CN1C (stereo unspecified)	-1	/	1	-7%	2.9%	-7%	0%	-10%	5%	-6%	-10%
O=C(Cn1cc(S(=O)(=O)N2CCN(c3ccccc3F)CC2)c2ccccc2c1=O)NCCCN1CCCCCC1	4	0%	4	16%	0.5%	?	3%	-61%[inhibitor]	-3%	?	-8%
COc1ccc(-c2ccc(/C=N/N3C(=O)C4C5C=CC(C6CC56)C4C3=O)o2)c([N+](=O)[O-])c1 (stereo unspecified)	7	-6%	0	-1%	-0.8%	-1%	1%	-23%	-3%	18%	-5%
Cn1cc(S(=O)(=O)N2CCCC2)cc1C(=O)O	12	/	/	-8%	-0.4%	3%	/	1%	4%	/	-3%
Cc1cccc(Nc2ccc(NCc3ccccc3)nn2)c1	3	0%	2	-4%	0.1%	22%	-1%	?	-3%	1%	-13%
Cc1cc(C)c2nc(N3CCN(C(=O)c4cccs4)CC3)sc2c1	-7	/	/	0%	0.1%	13%	/	6%	-1%	/	-2%
COc1ccc(OC)c(S(=O)(=O)N2CCCC(C(=O)N3CCOCC3)C2)c1 (stereo unspecified)	17	-15%	0	1%	-0.6%	0%	5%	-26%	-1%	-3%	2%
CCCCn1c(N)c(N(CCC(C)C)C(=O)C2CC(=O)N(c3ccc4c(c3)OCCO4)C2)c(=O)[nH]c1=O (stereo unspecified)	2	-11%	/	0%	-0.4%	2%	4%	-31%	27%	/	0%

Some of the compounds tested; rates above refer to the full screens.
